Vif imaging = HIV Vif self-association inhibitors, primary screen, imaging, HEK293T, single point. HEK293T cells, Vif self-association by quenched fluorescence, 24 h. inhibition, % at 7.49 µM. actives 0.35% (n = 340,000); in the data active = inhibition above about 50%, passing the limit was not always enough; note: some results filed as inactive read as strong as hits
HIF-2a block = HIF-2a reporter inhibitors, primary screen, luminescence, 786-0 RCC cells; 786-0 RCC cells HIF-2a reporter, luciferase luminescence, overnight; inhibition, % at 18.8 µM; actives 0.72% (n = 360,000); AID 624352, 2012;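 active = inhibition of the luminescence signal of 40% or more relative to plate controls, in a single-dose primary screen at 18.75 µM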
PDI turbidity = inhibitors of human PDI, primary screen, biochemical, turbidity, single point, plate reader. Protein disulfide-isomerase (Homo sapiens), P07237. PDI insulin aggregation turbidity, A650, 90 min. inhibition, % at 10 µM. actives 0.052% (n = 350,000). AID 588391, 2011;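 active = mean inhibition across replicates of 30% or more, whatever share of single replicates reach that level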;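 note: absorbance from insulin aggregation driven by PDI reduction with DTT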
Target sequence (P07237 whole entry, looked up): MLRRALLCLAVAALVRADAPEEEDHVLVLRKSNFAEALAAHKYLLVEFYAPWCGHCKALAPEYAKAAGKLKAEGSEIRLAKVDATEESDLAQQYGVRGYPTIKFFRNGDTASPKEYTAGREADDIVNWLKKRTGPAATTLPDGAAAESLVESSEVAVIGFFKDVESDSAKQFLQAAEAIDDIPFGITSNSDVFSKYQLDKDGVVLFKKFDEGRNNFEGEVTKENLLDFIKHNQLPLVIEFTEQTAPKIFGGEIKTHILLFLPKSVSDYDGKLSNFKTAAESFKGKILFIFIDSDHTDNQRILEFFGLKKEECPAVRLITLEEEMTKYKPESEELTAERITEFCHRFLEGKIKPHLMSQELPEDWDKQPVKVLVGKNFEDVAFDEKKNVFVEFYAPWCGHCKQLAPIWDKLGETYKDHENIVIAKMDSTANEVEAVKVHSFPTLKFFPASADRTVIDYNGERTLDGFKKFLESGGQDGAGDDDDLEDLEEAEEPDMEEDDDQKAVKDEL
NR2E3 ag-1 = inhibitors of NR2E3-RetCOR corepressor binding, primary screen, NR2E3 agonist project, biochemical, TR-FRET, GST-NR2E3, biotin-RetCOR; actives 0.12% (n = 320,000); 1536-well; inhibition of corepressor binding, % at 4.78 µM; AID 2300, 2010; Photoreceptor-specific nuclear receptor (Homo sapiens), Q9Y5X4;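 active = percent inhibition above the cutoff of mean plus 3 SD of all tested compounds, set per screening campaign, cut at about 20% in these data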;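 note: 0% = DMSO wells and 100% = biotin wells as full block of FRET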
Target sequence (Q9Y5X4 whole entry, looked up): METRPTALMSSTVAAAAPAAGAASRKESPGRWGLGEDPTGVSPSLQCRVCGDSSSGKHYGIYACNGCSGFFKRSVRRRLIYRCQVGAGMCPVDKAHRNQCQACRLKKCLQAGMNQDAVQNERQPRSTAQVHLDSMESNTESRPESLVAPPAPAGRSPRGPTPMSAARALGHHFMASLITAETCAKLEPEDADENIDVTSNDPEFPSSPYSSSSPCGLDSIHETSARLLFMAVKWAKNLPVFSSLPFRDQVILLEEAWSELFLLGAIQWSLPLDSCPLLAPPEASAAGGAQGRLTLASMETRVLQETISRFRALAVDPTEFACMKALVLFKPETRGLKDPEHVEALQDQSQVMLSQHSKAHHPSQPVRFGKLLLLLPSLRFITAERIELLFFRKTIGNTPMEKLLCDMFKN
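System: GST-tagged NR2E3 plus biotinylated RetCOR corepressor; Amount: 1.35 nM GST-tagged NR2E3 final; Dosing: single nominal compound dose of 4.8 µM; Schedule: 5 h incubation at 4 °C; Technique: TR-FRET with europium anti-GST and streptavidin-D2, 340 nm excitation; Controls: biotin wells as high control, 0.6% DMSO wells as low control.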
Granule exo inh = LAMP-1 surface exposure blockers, TALL-104 cells – cell-based, flow cytometry, MLPCN library, primary screen. TALL-104 LAMP-1 surface exposure; cells stimulated with thapsigargin and PMA. actives 0.66% (n = 360,000). AID 651702, 2012. inhibition, % at 10 µM;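 active = inhibition above about 55%, limit read from the data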
hiPSC survival = enhancers of single-cell hiPSC survival, primary screen, ATPlite luminescence; 100% = ROCK inhibitor wells, 0% = DMSO; survival enhancement, % at 20 µM; actives 0.044% (n = 360,000); AID 602274, 2012; in the data active = survival enhancement above about 18%;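 note: cells exposed to compounds for 16 hours before the ATP read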
CaV13 FRET inh = Primary screen for inhibitors of IQ motif and Ca2+-dependent inactivation inhibitor domain binding in CACNA1D, Förster resonance energy transfer in living cells, … | HEK cells, CFP/YFP FRET ICDI-IQ, plate reader, 10 min; percent FRET-ratio fall versus neutral wells | inhibition, % at 12.3 µM | actives 0.098% (n = 340,000);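 active = mean replicate inhibition of at least 30% and at least 1% of replicates passing that level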;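 note: 0% = median of the neutral control wells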
NR2E3 ag-2 = NR2E3 agonists in two-hybrid cells, primary screen, cell-based, luminescence, CHO-S, Gal4-NCOR/VP16-NR2E3. luciferase. actives 0.35% (n = 360,000). inhibition of corepressor binding, % at 3.98 µM. AID 602229, 2012;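 active = inhibition above the mean of all tested compounds plus 3 SD, cut at about 70% in these data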;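 note: 0% = DMSO with NR2E3 transfected cells and 100% = cells lacking NR2E3 construct; higher means lower luciferase signal from less NR2E3 corepressor binding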
aDG glyco up = activators of alpha-DG glycosylation, primary screen, uHTS, Pro5-aDG cells, AlphaScreen | AID 624168, 2012 | alpha-DG glycosylation AlphaScreen (IIH6); 0% Pro5, 100% B10-LARGE cell signal | actives 0.22% (n = 360,000) | activation, % at 10 µM;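 active = activation of at least 8% versus controls, or a plate z-score of at least 8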;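 note: Pro5 are CHO cells carrying HIG-tagged alpha-DG that lacks glycosylation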
Peg3 prom inh = Peg3 promoter-driven luciferase inhibitors, primary screen, cell-based, HeLa, luciferase luminescence | HeLa PEG-Prom luciferase reporter, overnight | inhibition, % at 20 µM | actives 1.7% (n = 360,000);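 active = inhibition of at least 50% at 20 µM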
MITF TRPM1 inh = inhibitors of MITF-dependent TRPM1 promoter reporter, primary screen, cell-based, SK-MEL-5, single point, luciferase. SK-MEL-5 TRPM1 promoter luciferase, 24 h. AID 488899, 2010. inhibition, % at 12.5 µM. actives 0.83% (n = 330,000);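 active = mean inhibition across replicates of 60% or more, whatever share of single replicates reaches that level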; note: values of inactives mirror those of a sister screen read the other way
* hit, by the source's call; . = not tested or not shown.

SMILES	Vif imaging	HIF-2a block	PDI turbidity	NR2E3 ag-1	Granule exo inh	hiPSC survival	CaV13 FRET inh	NR2E3 ag-2	aDG glyco up	Peg3 prom inh	MITF TRPM1 inh
CCCCOc1ccc(-c2nnn(CC(=O)NCc3ccco3)n2)cc1	-1	-139	-1	-2	3	4.5	-8	-32	0.0	-100	-20
Cc1csc(=O)n1CC(=O)OC(C)C(=O)Nc1cccc(Cl)c1 (stereo unspecified)	3	12	-2	-2	-19	-0.2	-5	-7	-0.1	5	5
COC(=O)c1cccc(NC(=O)c2ccc[n+]([O-])c2)c1	-4	18	-4	5	-4	0.5	-1	2	-0.1	-3	-5
CNC(=O)c1ccc(NC(=O)CN2c3cccc4cccc(c34)S2(=O)=O)cc1	-3	8	5	-2	-4	5.3	-3	6	-0.1	8	2
CC(=O)Nc1ccc(S(=O)(=O)N2CCC(C(=O)NC3CCCC3)CC2)cc1	1	10	9	-1	3	-0.4	-5	-15	-0.3	5	-1
COc1ccc(Cl)cc1NC(=O)CN(C)C(=O)c1cccc(S(=O)(=O)N2CCN(C)CC2)c1	4	9	4	.	2	0.6	-6	-7	0.2	4	10
Cc1cc2oc(=O)cc(CN3CCOCC3)c2cc1O	10	16	4	1	-4	-0.8	-3	-50	-0.1	9	12
CCCCSCCCNC(=O)c1ccc(CS(=O)(=O)c2ccc(OC)cc2)o1	.	11	0	0	13	0.0	-3	14	-0.1	14	9
CCn1cc(-c2n[nH]c(=S)n2-c2ccc(C)cc2Br)c(=O)c2ccc(C)nc21	3	12	1	0	8	-0.1	-18	7	0.0	-2	1
C/C(=N\NC(=O)c1nnn(-c2nonc2N)c1CN(C)c1ccccc1)c1cccs1	-4	2	-3	1	1	-0.1	-3	-8	0.1	5	7
CCN(c1ccccc1)c1nc2nonc2nc1NCCO	15	15	7	-1	-5	-0.2	-5	1	-0.1	5	-8
Cc1nc(N2CCN(c3ccccn3)CC2)c2c(C)c(C(=O)Nc3ccc(Cl)cc3)sc2n1	-7	-2	3	4	22	-0.5	-7	-15	-0.1	-8	-18

Single records (already shown). Screens in order: Vif imaging, HIF-2a block, PDI turbidity, NR2E3 ag-1, Granule exo inh, hiPSC survival, CaV13 FRET inh, NR2E3 ag-2, aDG glyco up, Peg3 prom inh, MITF TRPM1 inh
Results for `C/C(=N\NC(=O)c1nnn(-c2nonc2N)c1CN(C)c1ccccc1)c1cccs1` = -4, 2, -3, 1, 1, -0.1, -3, -8, 0.1, 5, 7
Results for `COC(=O)c1cccc(NC(=O)c2ccc[n+]([O-])c2)c1` = -4, 18, -4, 5, -4, 0.5, -1, 2, -0.1, -3, -5
Results for `CCn1cc(-c2n[nH]c(=S)n2-c2ccc(C)cc2Br)c(=O)c2ccc(C)nc21` = 3, 12, 1, 0, 8, -0.1, -18, 7, 0.0, -2, 1

Next entries.
SMILES	Vif imaging	HIF-2a block	PDI turbidity	NR2E3 ag-1	Granule exo inh	hiPSC survival	CaV13 FRET inh	NR2E3 ag-2	aDG glyco up	Peg3 prom inh	MITF TRPM1 inh
O=c1[nH]n(-c2ccc([N+](=O)[O-])cc2)c(=O)c2ccccc12	-5	19	6	-2	0	-0.4	4	-12	0.0	-3	3
C/C(=N\NC(=O)C(=O)Nc1cccc(C(F)(F)F)c1)c1ccc(Cl)s1	-15	4	-10	-2	-6	0.6	-6	4	0.0	-5	-9
CCOC(=O)C1(Cc2ccc(OC)cc2)CCN(C(=O)CC2CCC(=O)N2)CC1 (stereo unspecified)	3	-35	19	-1	-3	2.1	0	-2	-0.4	-36	-7
CC(C)c1ccccc1NC(=O)C1CN(S(=O)(=O)c2ccccc2)CCN1S(=O)(=O)c1ccccc1 (stereo unspecified)	-5	19	4	4	15	-1.4	-12	2	0.0	28	-14
COc1ccc(C2CC(=O)N(CCCN(C)CCc3ccc(OC)c(OC)c3)C2)cc1 (stereo unspecified)	-13	16	-3	-2	-5	3.3	-4	-10	0.1	-3	-14
CC(=O)Nc1ccc(SCC(=O)c2cc(C)n(C)c2C)cc1	-1	-171	6	3	0	1.7	-7	-53	0.0	-80	-10
O=C(CNC(=O)c1nc[nH]c1C(=O)N1CCN(c2ccccc2)CC1)OCc1ccccc1	-3	21	3	1	-1	1.2	-5	-25	0.1	-6	4
Cc1nnnn1-c1cccc(C(=O)O)c1	-3	12	-7	-4	3	3.6	.	-17	-0.1	3	-9
FC(F)(F)c1cc(Cl)c2nc(-c3ccccc3)c(Cc3ccsc3)n2c1	.	-127	.	.	-8	0.2	-11	12	0.0	.	.
Cc1ccc(-c2csc3nc[nH]c(=O)c23)cc1C	5	-58	-12	2	3	-0.2	0	7	0.0	-4	-8
COc1ccc(OC)c(-n2nnnc2SCC(=O)Nc2cc(C)ccc2OC)c1	-10	10	11	0	0	1.4	-4	-27	0.2	11	15
CC(NC(=O)CCNS(=O)(=O)c1ccc2c(c1)c(=O)n(C)c(=O)n2C)c1ccccc1 (stereo unspecified)	-1	7	-8	0	0	-0.8	-4	-9	0.1	20	0
Cc1ccc(N(C(=O)CS(=O)CC(=O)Nc2ccc(F)cc2)C(C(=O)NC2CCCCC2)c2ccco2)cc1 (stereo unspecified)	-2	3	-2	-2	-5	1.2	-11	-13	-0.1	9	11
O=C1COc2ccc(C(=O)COc3ccc(Cl)cc3Br)cc2N1	-5	-42	1	2	0	-0.4	-6	21	0.5	-69	-21
O=C(N/N=C/C=C/c1ccc2c(c1)OCO2)C(O)c1ccccc1 (stereo unspecified)	1	-12	-7	-2	8	-0.6	7	-11	0.0	-13	8
COCCN1CCN(C(=O)C2CCC(=O)N(Cc3ccccc3F)C2)CC1 (stereo unspecified)	7	12	-2	4	-1	-0.5	-5	-29	-0.1	-8	0
CC(C)C(NC(=O)c1ccc2c(c1)OCO2)C(=O)N/N=C/c1cccs1 (stereo unspecified)	-4	19	-4	1	2	-1.5	-3	20	0.0	3	3
C/C(=N\NC(=O)Cc1csc(N2CCOCC2)n1)c1ccccc1	6	14	-3	-3	3	0.4	-4	-2	0.4	-4	-9
COc1cc(/C(C#N)=C/c2ccccc2)c([N+](=O)[O-])cc1OC	11	19	7	4	-1	-1.0	.	-7	0.1	15	-1
CCOc1ccc2nc(SC3CC(=O)N(c4cccc(OC)c4)C3=O)sc2c1 (stereo unspecified)	0	-153	-8	2	55	0.3	-19	-45	-0.3	-38	-17
Cc1cc(OCC(=O)N2CCCC2)cc(C)c1Cl	.	-25	0	0	0	1.1	-6	-68	0.0	-11	-5
c1ccc2cc(CSCc3nc4ccccc4[nH]3)ccc2c1	-7	-39	-1	2	-3	-1.9	-3	-32	0.7	-21	12
Cc1ccc(C)c(N2CCN(C(=O)CCS(=O)(=O)c3ccc4c(c3)CCN4C(=O)C3CC3)CC2)c1	1	14	0	3	-2	0.1	-12	-3	0.1	7	-6
CCN(CC(=O)Nc1cc(Cl)ccc1C)C(=O)c1oc2ccc(OC)cc2c1C	4	-78	-6	-2	-1	-0.4	-17	-32	0.8	-42	-22
CC(C)c1nc(NCc2ccccc2)c(C#N)c2c1CCCC2	30	1	-8	-5	-5	3.1	.	-20	0.0	8	-12
O=C1C(Cl)=C(N2CCOCC2)C(=O)N1c1cccc(C(F)(F)F)c1	-9	14	0	6	-4	0.7	-5	-25	0.2	24	13
C=CCNC(=O)c1cccc2c1C(=O)c1ccc(N3CCOCC3)cc1S2(=O)=O	.	10	0	.	-1	-3.0	-5	-23	0.1	10	3
Cc1ccccc1NC(=S)N1CCC(NC(=O)c2ccco2)CC1	-10	10	8	3	0	4.8	1	-12	-0.1	24	18
CCc1ccc(OCc2nnc(SCCN3CCOCC3)n2CC)cc1	8	17	4	-3	-2	2.6	-4	-9	0.0	10	-3
O=c1cc(/N=C/c2coc3c(ccc4ccccc43)c2=O)[nH]c(=S)[nH]1	-2	21	-3	2	6	-0.6	-14	14	-0.3	18	-6
COP(=O)(OC)C(=NNS(=O)(=O)c1ccc(C)cc1)c1ccccc1	1	2	-2	.	-3	-0.5	-7	16	0.2	9	.
Cc1ccc(/C=N/c2sc3c(c2C#N)CCCCC3)o1	2	-75	3	-3	-9	1.4	-5	-39	-0.5	-70	-24
CC(=O)N1CCOc2ccc(S(=O)(=O)Nc3cccc(C)n3)cc21	0	2	3	0	-1	0.3	-2	-13	7.8	14	1
Cc1cccc(NC(=O)Nc2cccc3ccccc23)c1	-5	-48	-43	0	1	-0.5	.	-17	-0.1	-6	-17
Cc1ccc(OCc2nnc(SCC(=O)NCc3ccco3)n2C)cc1	.	7	-3	-1	3	-1.2	-4	0	-0.1	-4	3
CCOc1ccc(-c2nnc(-c3ccco3)o2)cc1	.	-68	6	-1	-2	-3.3	.	-179	-0.1	-20	-14
CCN(CC)CCN1C(=O)C2C3c4ccccc4C(c4ccccc43)C2C1=O (stereo unspecified)	7	13	-1	-1	-3	-2.2	0	-5	1.2	9	6
COC(=O)/C=C(\C)N=Nc1c(O)[nH]c2ccccc12	-10	-82	1	-5	0	-0.5	-3	-45	0.2	-44	14
COC(=O)c1ccc(NC(=O)c2ccc(N(C)S(C)(=O)=O)cc2)cc1	-12	-11	8	2	-3	-1.9	-7	8	0.0	-3	21
COc1ccc(CNC(=O)CN(C(=O)c2snc(C(N)=O)c2N)c2ccccc2F)cc1	-5	16	1	2	9	-0.3	-7	-9	0.0	13	10
O=[N+]([O-])/C=C1/CCCCCN1	-1	7	0	-2	0	1.2	3	-26	0.4	8	-3
O=C(Cc1cccc2ccccc12)NNC(=O)c1cccs1	30	-29	9	1	-2	4.5	-5	9	0.0	-19	-8
COc1cc2c(-c3ccc4cc[nH]c4c3)c(-c3ccc(C#N)cc3)oc(=O)c2cc1OC	7	-43	-16	3	-3	-2.2	-13	8	0.3	-36	8
O=C(/C=C\c1ccco1)Nc1nc(-c2ccccc2)cs1	.	-163	20	-1	-3	-2.4	-3	-4	0.4	-99	-33
O=C1c2cccc3c(Nc4ccccc4Cl)c([N+](=O)[O-])cc(c23)C(=O)N1CCO	-13	21	-6	1	0	-1.6	-4	6	-0.2	13	7
Cc1cc(C)c(NS(=O)(=O)c2ccc3c(c2)NC(=O)CC(=O)N3)c(C)c1	1	20	3	0	-4	0.4	-18	-19	0.2	15	-6
Cc1ccc(C(=O)NNC(=O)c2csc(N3CCOCC3)n2)s1	-13	5	3	2	0	-0.1	-4	16	-0.2	10	7
CCN(CC(=O)Nc1sc2c(c1C#N)CCCC2)CC(=O)NC1CCS(=O)(=O)C1 (stereo unspecified)	6	4	2	1	-2	1.1	-4	-2	0.0	-9	5
